Compound activity from PubChem.
Polio RdRp inh – poliovirus RdRp elongation inhibitors, primary screen, biochemical, fluorescence polarization, total intensity; poliovirus polymerase elongation; stronger effect = lower value; AID 588519, 2011; Genome polyprotein (Poliovirus type 1 (strain Mahoney)), P03300; 0.66% of 150,000 active; % elongation, % (compound at 16.7 µg/mL); in the data active means % elongation below about 90%; further: some results filed as inactive read as strong as hits
Target sequence (P03300 1749-2209 limits assumed): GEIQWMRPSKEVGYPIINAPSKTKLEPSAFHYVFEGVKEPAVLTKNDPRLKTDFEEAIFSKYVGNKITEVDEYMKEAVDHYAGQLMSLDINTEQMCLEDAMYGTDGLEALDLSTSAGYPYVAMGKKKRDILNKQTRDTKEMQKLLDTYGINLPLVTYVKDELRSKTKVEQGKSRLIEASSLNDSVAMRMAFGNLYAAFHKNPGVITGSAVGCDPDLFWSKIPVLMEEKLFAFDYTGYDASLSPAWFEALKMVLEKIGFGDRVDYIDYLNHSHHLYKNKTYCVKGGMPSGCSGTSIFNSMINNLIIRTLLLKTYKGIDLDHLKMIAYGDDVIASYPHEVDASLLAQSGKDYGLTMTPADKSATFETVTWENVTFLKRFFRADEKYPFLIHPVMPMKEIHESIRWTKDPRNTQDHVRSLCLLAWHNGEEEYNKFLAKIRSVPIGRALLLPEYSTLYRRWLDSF
Polio RdRp inh FP z-score – also measured in Polio RdRp inh; calls as there; z-score; measured here: FP z-score; hits read low
Starred values were filed as active, the others as inactive; & = joins results of further samples.

The first 2 records, to show the layout:
SMILES	Polio RdRp inh	Polio RdRp inh FP z-score
CCOc1ccccc1CNC(=O)c1nn(C)c2c1CS(=O)(=O)c1ccccc1-2	103	-0.6
COc1ccc(-n2c(C)nnc2SCC(=O)NCc2cc3cc(Cl)ccc3n2C)cc1	103	0.4

This part in full, from the start:
SMILES	Polio RdRp inh	Polio RdRp inh FP z-score
CCOc1ccccc1CNC(=O)c1nn(C)c2c1CS(=O)(=O)c1ccccc1-2	103	-0.6
COc1ccc(-n2c(C)nnc2SCC(=O)NCc2cc3cc(Cl)ccc3n2C)cc1	103	0.4
CCCNCc1nc(-c2cccc(C)c2)no1	99	-0.1
COc1ccc(C(C(=O)NC2CCCC2)N(Cc2ccc(C)cc2)C(=O)c2ccn[nH]2)cc1OC (configuration not stated)	100	-0.6
CC(C(=O)Nc1nccs1)C1SC(=O)NC1=O (configuration not stated)	101	-0.1
COC(=O)c1ccc(Cl)cc1NC(=O)N1CCCn2nc(C)cc21	117	1.9
Cc1ccc(/C=C/c2onc(C)c2S(=O)(=O)N2CCC(C(=O)Nc3ccc(Br)c(C)c3)CC2)cc1	98	-1.9
CCCN(CCC)CCNC(=O)Cn1cnc2sc(C)c(S(=O)(=O)N3CCN(c4ccccc4OC)CC3)c2c1=O	108	0.5
Cn1c(=O)n(CC(=O)O)c(=O)c2c1nc1n2CCCN1c1ccc(Cl)cc1	107	0.6
CCOC(=O)c1cccc(NC(=O)c2cc(S(=O)(=O)N3CCCCCC3)cn2C)c1	107	0.3

Following part
SMILES	Polio RdRp inh	Polio RdRp inh FP z-score
COc1nc(Nc2ccccc2)nc(NC(C)C)n1	99	-0.7
Cc1ccc(C)c(N2C(=O)N(Cc3ccccc3C)c3ccccc3S2(=O)=O)c1	102	-1.2
CCOc1ccc(S(=O)(=O)N(C(=O)c2ccncc2)c2ccc3oc(C)c(C(=O)OC)c3c2)cc1	103	-0.5
CCCC(C(N)=O)C1=NC2(CCCCC2)Cc2ccccc21 (configuration not stated)	100	-0.7
O=C(COc1ccc2c(c1)OCO2)NC1CCCc2ccccc21 (configuration not stated)	101	0.2
Cc1ccc(C)c(C(=O)N2CCC(c3nc4c(nnn4Cc4ccccc4)c(=O)[nH]3)CC2)c1	110	0.6
Cc1ccc(N(C)C(=O)Cn2cc(S(=O)(=O)N3CCCC3)c(S(=O)(=O)N3CCCC3)c2)cc1	105	-0.6
Cc1cccc(NC(=O)CSc2nccn2-c2cccc(Cl)c2)c1C	112	1
CC(C)/C=C(/C(=O)c1ccc(Cl)cc1Cl)n1cncn1	101	-0.6
NC1=NC(c2ccncc2)n2c(nc3ccccc32)N1 (configuration not stated)	103	0.3

New compounds follow:
SMILES	Polio RdRp inh	Polio RdRp inh FP z-score
COc1ccc(-n2ncc(C(=O)NCc3ccco3)c2C2CCN(C(=O)OC(C)(C)C)CC2)cc1	111	1.1
CC1C/C(=N\O)C(C(C)C)C/C1=N/O (configuration not stated)	99	-0.9
CCn1c(C(=O)Nc2ccc(C)cc2C)cc2sc(Cl)cc21	105	0.2
CCn1ccc2cc(S(=O)(=O)N3CCCN(C(=O)Nc4cc(Cl)ccc4C)CC3)ccc21	111	1.1
CCOc1ccc(CCNC(=O)CCc2c(C)nc3nc[nH]n3c2=O)cc1OCC	100	-0.2
CC(=O)N1CCN(S(=O)(=O)c2ccc(C)cc2)C1C (configuration not stated)	101	-0.4
CC(Sc1ccc(S(=O)(=O)N2CCN(C)CC2)cn1)C(=O)NC1(C#N)CCCCC1 (configuration not stated)	104	0.5
FC(F)(F)c1cnc(NN=C2CCSCC2)c(Cl)c1	104	0.7
N=C1C(c2nc3ccccc3s2)=C(O)CN1N1C(=O)c2ccccc2C1=O	89*	-1.7*
Cc1cccn2c(=O)c3cc(C(=O)Nc4ccc(Cl)c(Cl)c4)sc3nc12	101	-0.8

Continuation.
SMILES	Polio RdRp inh	Polio RdRp inh FP z-score
CC(C(O)c1ccccc1)N(C)C(=O)c1ccccc1 (configuration not stated)	101	-0.3
CCOCCCNC(=O)C(c1ccc(OC)cc1)N(Cc1cccs1)C(=O)CNC(C)=O (configuration not stated)	101	-0.4
O=C1c2[nH]nc(-c3ccccc3O)c2C(c2ccccc2)N1CCc1ccccc1 (configuration not stated)	105	0.6
CC(=O)c1ccc(NC(=O)c2nc3nc(C)cc(C(F)F)n3n2)cc1	101	-0.5
CC(C)[C@H](NS(=O)(=O)c1cccc(C(F)(F)F)c1)C(=O)OCc1nnc(-c2ccccc2)o1	98	-0.6
CCc1ccc(NC(=O)Cn2nc(C)n3cccc3c2=O)cc1	101	-0.3
CN1CCN(c2oc(-c3ccc(COc4ccccc4)o3)nc2C#N)CC1	106	-0.2
CCOC(=O)C1=C(c2ccccc2)N(C)C(=O)NC1c1ccccc1F (configuration not stated)	99	0.1
O=C1CC(N2c3cccc4cccc(c34)S2(=O)=O)C2COC1O2 (configuration not stated)	103	-0.3
NC(=O)COc1ccc(/C=N/NC(=O)c2ccc(CN3CCOCC3)cc2)cc1	101	-0.2

Next section.
SMILES	Polio RdRp inh	Polio RdRp inh FP z-score
Cc1ccccc1OCC(=O)N(Cc1ccc(C(C)C)cc1)C1CCS(=O)(=O)C1 (configuration not stated)	101	-1.1
CCN1C(=O)C(Cc2c[nH]c3ccccc23)NC1=S (configuration not stated)	98	-1.2
COC(=O)c1ccc(Cn2c(SCc3ccccc3)nc3ccncc32)cc1	110	0.1
Fc1ccc(-c2nc(-c3cccs3)c(-c3cccs3)[nH]2)cc1	111	1.1
O=c1nc2s/c(=C\c3cccs3)c(=O)n2nc1Cc1ccccc1	103	0.3
Cc1cccc(Cn2c(=O)n(CC3CCC(C(=O)NC(C)C)CC3)c(=O)c3sccc32)c1 (configuration not stated)	106	-0.1
CCC(C)NC(=O)CCc1nc2ccccc2n1-c1ccccc1 (configuration not stated)	98	-0.4
CCC1SC(CC)C(=O)N(CC(=O)Nc2cccc(C)c2)C1=O (configuration not stated)	100	-0.3
CC(C)C(NC(=O)C12CC3CC(CC(C3)C1)C2)C(=O)NC1=NCCS1 (configuration not stated)	105	0.8
CCOc1cc(/C=C(/C#N)c2cccc(Br)c2)ccc1OCc1ccc(C(=O)O)o1	100	0.1

New compounds follow:
Compound,Polio RdRp inh,Polio RdRp inh FP z-score
CCOC(=O)c1c(C)n(S(=O)(=O)c2ccc(C)cc2)c2ccc(NS(=O)(=O)c3ccc(C)cc3)cc12,104,-0.1
Cc1cc(C)cc(NC(=O)c2c(C)oc3nc(C)nc(N4CCCC4)c23)c1,112,0.6
CCOC(=O)Cn1cnc2c(cnn2-c2ccc(C)c(C)c2)c1=O,108,0.5
Cc1ccc(CSCC(=O)Nc2ccc3c(c2)OCO3)cc1,101,0.5
CC(C)CNc1cc(N2CCCC2)c2noc3c2c1C(=O)c1ccccc1-3,108,1.5
O=C(NCCc1ccc(Cl)cc1)c1ccco1,103,0.2
COc1nc2c(c(-c3ccco3)c1C#N)Cc1ccccc1-2,101,-0.1
CCOC(=O)N1CCN(C(=O)c2cnn3c(C(F)(F)F)cc(-c4cccc(OC)c4)nc23)CC1,100,-0.8
COC(=O)c1ccc(COC(=O)c2ccc(I)cc2)cc1,104,1.1
COC(=O)C1=CCCN(C)C1,99&98,0&-0.4
C[C@@H]1C[C@H]2[C@@H]3C[C@H](F)C4=CC(=O)C=C[C@]4(C)[C@@]3(Cl)[C@@H](O)C[C@]2(C)[C@H]1C(=O)COC(=O)C(C)(C)C,101,0.7
Cc1nc(-c2ccccc2)sc1-c1ccc(SCC(=O)NCc2ccccc2)nn1,110,0.5
Cc1cc(C)n(-c2ccc(C(=O)Nc3ccc4c(c3)OCCO4)cc2)n1,105,1.3
N#C/C(=C\C1=C(N2CCOCC2)C(=C/c2ccc(Cl)cc2Cl)/CC1)c1nnc(N2CCOCC2)n1-c1ccccc1,116,1.8
CC1CC1C(=O)Nc1ccc2[nH]ncc2c1 (configuration not stated),103,0.4

4 of the compounds above, field by field.
Cc1ccccc1OCC(=O)N(Cc1ccc(C(C)C)cc1)C1CCS(=O)(=O)C1 (configuration not stated)
  Polio RdRp inh = 101 | Polio RdRp inh FP z-score = -1.1
N=C1C(c2nc3ccccc3s2)=C(O)CN1N1C(=O)c2ccccc2C1=O
  Polio RdRp inh = 89* | Polio RdRp inh FP z-score = -1.7*
Cc1ccc(C)c(C(=O)N2CCC(c3nc4c(nnn4Cc4ccccc4)c(=O)[nH]3)CC2)c1
  Polio RdRp inh = 110 | Polio RdRp inh FP z-score = 0.6
COC(=O)C1=CCCN(C)C1
  Polio RdRp inh = 99&98 | Polio RdRp inh FP z-score = 0&-0.4

The results go on.
Compound,Polio RdRp inh,Polio RdRp inh FP z-score
CC(C)CNS(=O)(=O)c1ccc(F)cc1,106,0.3
CC1(C)CSC(=Nc2cccc(C(F)(F)F)c2)N1C(=O)/C=C/c1ccco1,100,-0.6
Nc1c(C(=O)c2ccc3c(c2)OCO3)sc(Nc2ccccc2F)c1S(=O)(=O)c1ccccc1,102,-1
O=C(CSC1=NCCS1)N1CCCC1,101,-0.1
Cc1c(C)n(Cc2ccccc2)c2ccc(C(=O)NC(C)c3ccccc3)cc12 (configuration not stated),113,1.3
Nc1ccc2nc(SCC(=O)n3c4c(c5ccccc53)CCCC4)sc2c1,103,0.3
Cc1ccc2c(c1)N(C(=O)CCC(=O)NCc1cccs1)CC(C)O2 (configuration not stated),105,-0.5
c1ccc2c(NC3C4CC5CC(C4)CC3C5)nc(N3CCOCC3)nc2c1 (configuration not stated),101,0.4
O=C1NC(=O)C(c2ccccc2)N1 (configuration not stated),106,0.3
Cc1ccc(N2CCN(C(=O)c3c(C)oc4ncnc(N5CCCCC5)c34)CC2)c(C)c1,96,-1.6
CC(=O)CSc1nnc2[nH]c(=O)cc(N)n12,107,0.5
O=C(CSc1ncccc1C(=O)N1CCC(Cc2ccccc2)CC1)c1ccccc1,104,0.8
CCN(CC)c1ccc(NS(=O)(=O)c2cc3[nH]c(=O)c(=O)[nH]c3cc2C)c(C)c1,85*,-4.5*
O=C1CCCC/C1=N\Nc1ccc(CN2CCCCC2)cc1,99,-1.1
O=C(CON1C(=O)CCC1=O)Nc1cccc2ccccc12,103,0.8

(list continues)
Compound,Polio RdRp inh,Polio RdRp inh FP z-score
CCn1cc(C(=O)NCCc2ccc(OC)c(OC)c2)c(=O)c2cc(S(=O)(=O)N3CCCCCC3)ccc21,107,0.5
Cn1c(=O)n(C)c2cc(/C=C(/C#N)C(=O)NCc3ccco3)ccc21,102,0
CCCS(=O)(=O)N1CCCC1C(=O)O (configuration not stated),105,0.6
Cc1nnc2c(N3CCN(c4ccccc4F)CC3)nc3ccccc3n12,102,-0.8
CC(C)c1ccc2oc3nc(N)c(C#N)cc3c(=O)c2c1,103,0.4
C=CCN1C(=O)c2ccc(C(=O)OCC(=O)c3cc4ccccc4o3)cc2C1=O,106,0.4
CCOC(=O)CCCc1ccc(/C=C/C(=O)O)s1,100,-0.4
COc1ccc(NC(=O)CCn2nc(-c3ccc(Cl)cc3)c3ccccc3c2=O)cc1,103,-0.4
Cc1ccc(Cl)cc1NC(=O)COC(=O)C1CCCC1,101,-0.6
COc1ccc(-c2cc(NCc3ccc(F)cc3)n3cnnc3n2)cc1,108,-0.2
O=C(O)Cc1cc(=O)[nH]c(=O)[nH]1,98,-0.2
Oc1c(C(c2ccc(Cl)cc2Cl)N2CCN(c3ccccc3)CC2)sc2nc(-c3ccco3)nn12 (configuration not stated),111,1
CCN(CC)C(=O)Cn1c(=O)n(Cc2ccc(C(=O)NCc3ccccc3Cl)cc2)c(=O)c2ccccc21,109,0.1
CN(Cc1ccccc1F)c1ccc(S(=O)(=O)N2CCCC2)cn1,97,-1
Cc1cc(C)cc(NC(=O)CS(=O)(=O)c2cccc3nsnc23)c1,102,0.3

Whole records, looked up by structure. Screens in order: Polio RdRp inh | Polio RdRp inh FP z-score
C=CCN1C(=O)c2ccc(C(=O)OCC(=O)c3cc4ccccc4o3)cc2C1=O is listed as 106 | 0.4
CC(C)c1ccc2oc3nc(N)c(C#N)cc3c(=O)c2c1 is listed as 103 | 0.4

Next section.
Compound,Polio RdRp inh,Polio RdRp inh FP z-score
O=C(O)CSCC(=O)Nc1ccc(Cl)cc1,102,-0.1
CCNC(=O)CC1C(=O)N(c2ccc(C)cc2)C(=O)N1CCOC (configuration not stated),104,-0.1
O=C(/C=C/C(=O)N1CCOCC1)Nc1nccs1,100,-0.2
Cc1cc(C)nc(-n2nc(C)c(C3=CCC(C(C)(C)C)CC3)c2N)n1 (configuration not stated),100,-0.1
CC[N+](CC)(CC)CC(=O)Nc1c(C)cccc1C,103,0.8
CCOc1ccc(N=c2ccc3ccccc3n2C)cc1,104,0.8
CC(=O)O/N=C/c1[nH]ncc1Br,100,-0.1
COc1ccc(S(=O)(=O)N2CCCC(C(=O)N3CCN(C)CC3)C2)cc1OC (configuration not stated),101,-0.1
C(=N\N1CCCCC1)/c1cn(-c2ccccc2)nc1-c1cccs1,107,0.5
CCn1c(COc2cccc(C)c2)nc2ccccc21,103,0
O=C(O)C(=Cc1nc(-c2ccccc2)n2ccccc12)C(=O)O,100,-0.1
CCN(CC)CCNC(=O)c1cc2c(=O)oc3ccc(C)cc3c2s1,89*,-1.5*
CC(=O)c1ccc(NC(=O)c2nc(-c3ccc(Cl)cc3)n3c2CCCCC3)cc1,109,0.6
O=C(CSc1nc2c([nH]c3ccccc32)c(=O)n1-c1ccccc1)Nc1cccc(C(F)(F)F)c1,105,-0.5
CC(C)c1ccc(NC(=O)C(Cc2ccccc2)NS(=O)(=O)c2ccc3c(c2)oc(=O)n3C)cc1 (configuration not stated),106,-0.4

(continued)
Compound,Polio RdRp inh,Polio RdRp inh FP z-score
CCCC(=O)Nc1cccc(-c2nc3ncccc3o2)c1,107,0.5
COc1ccc(CN=C(N)N)cc1,101,-0.2
Cc1cccn2c(=O)c(/C=C(\C#N)c3nc4ccccc4[nH]3)c(Oc3ccc(C(C)(C)C)cc3)nc12,102,-0.4
COc1ccc(NC(=O)Cn2c(=O)n(Cc3ccccc3Cl)c(=O)c3cc(OC)c(OC)cc32)cc1,111,0.6
COc1cccc(-c2nc(CS(=O)CC(=O)O)c(C)o2)c1 (configuration not stated),102,0.2
CN(C(=O)CSc1nnc(-c2ccccc2)n1-c1ccccc1)C1CCS(=O)(=O)C1 (configuration not stated),108,0.7

Only part of the results is shown; count on the stated rates, not on these rows.
